# Assay outcomes: PubChem, NMMLSC
# ABCG2 inh: blocks JC-1 efflux by human ABCG2 transporter; Q9UNQ0; IgMXP3 cells, flow cytometry; inhibition, % at 6.6 µM; actives 0.1% (n = 190,000); AID 1325;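 active means inhibition above 80%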;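 further: 0% = DMSO and 100% = nicardipine control wells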
#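 Test system: IgMXP3 (ABCG2) plus far-red-tagged CCRF-Adr (ABCB1) cells / Amount: 3 million cells/mL in well / Reagent: JC-1 transporter substrate / Timing: 10 min compound exposure, 25 °C / Signal: flow cytometry, 530 nm JC-1 signal / Read-out: percent efflux inhibition, scaled nicardipine 100% to DMSO 0% / Benchmarks: nicardipine as high control, DMSO as low control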
# RGS4-Gao reg: human RGS4-Galphao interaction regulation; P09471; Multiplexed bead flow cytometry, RGS4-Galphao binding; actives lie on both sides; binding response (% of control), % at 10 µM; actives 0.33% (n = 220,000); AID 1415; in the data active means binding response below about 49% or above about 150%; inactive means in between;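 further: fluorescent Galphao activated with aluminum fluoride binding bead-coupled RGS4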
# Target sequence (P09471 whole entry, looked up): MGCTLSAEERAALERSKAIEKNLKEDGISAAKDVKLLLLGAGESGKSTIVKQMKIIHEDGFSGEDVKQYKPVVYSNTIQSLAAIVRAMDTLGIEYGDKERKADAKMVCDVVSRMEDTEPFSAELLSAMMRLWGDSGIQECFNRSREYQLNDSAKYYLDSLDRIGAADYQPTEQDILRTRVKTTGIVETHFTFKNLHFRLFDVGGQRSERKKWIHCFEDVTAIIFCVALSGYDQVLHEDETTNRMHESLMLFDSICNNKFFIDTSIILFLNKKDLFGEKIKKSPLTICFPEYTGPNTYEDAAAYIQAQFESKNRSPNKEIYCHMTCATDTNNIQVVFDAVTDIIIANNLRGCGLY
# RGS8-Gao: regulators of human RGS8-Galphao interaction. P09471. AID 1423. response (percent of control binding), % at 10 µM. multiplexed bead flow cytometry, RGS8-Galphao binding; actives lie on both sides. actives 0.34% (n = 220,000); in the data active means response below about 60% or above about 140%; inactive means in between;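 further: Galphao activated as the GDP aluminium fluoride complex binding bead-coupled RGS8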
# RGS7-Gao reg: regulators of human RGS7-Galphao interaction. binding response (% of control), % at 10 µM. actives 0.35% (n = 220,000). P09471. Multiplexed bead flow cytometry, RGS7-Galphao binding; actives lie on both sides; in the data active means binding response below about 49% or above about 150%; inconclusive means no clear call, values can overlap the other calls; inactive means in between;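 further: fluorescent Galphao held in activated GDP-AlF4 state binding bead-coupled RGS7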
# Bcl-W Bim block: inhibitors of Bim-Bcl-W interaction, human; inhibition, % at 10 µM; AID 952; bead-based flow cytometry, Bim peptide-Bcl-W binding; actives 0.02% (n = 190,000);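 further: 0% = bound tracer without compound and 100% = peptide blocker; higher means less fluorescent Bim peptide bound to Bcl-W beads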
# Bcl-XL Bim block: disrupts Bim peptide binding to human Bcl-XL | bead flow cytometry, fluorescence | inhibition, % at 10 µM | actives 0.04% (n = 190,000)
# Target sequence (Q07817 whole entry, looked up): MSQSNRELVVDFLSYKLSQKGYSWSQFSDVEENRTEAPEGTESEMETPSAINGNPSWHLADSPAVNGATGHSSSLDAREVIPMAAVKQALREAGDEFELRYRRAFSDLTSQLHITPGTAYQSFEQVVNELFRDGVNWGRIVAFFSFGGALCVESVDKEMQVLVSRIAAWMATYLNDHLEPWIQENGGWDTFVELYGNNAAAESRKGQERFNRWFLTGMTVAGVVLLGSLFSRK
# Bcl-B Bim block: disrupts Bim peptide binding to human Bcl-B. inhibition, % at 10 µM. AID 951. bead-based flow cytometry. Q9HD36. actives 0.073% (n = 190,000);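 further: 0% = tracer peptide without compound and 100% = reference inhibitor peptide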
# Target sequence (Q9HD36 whole entry, looked up): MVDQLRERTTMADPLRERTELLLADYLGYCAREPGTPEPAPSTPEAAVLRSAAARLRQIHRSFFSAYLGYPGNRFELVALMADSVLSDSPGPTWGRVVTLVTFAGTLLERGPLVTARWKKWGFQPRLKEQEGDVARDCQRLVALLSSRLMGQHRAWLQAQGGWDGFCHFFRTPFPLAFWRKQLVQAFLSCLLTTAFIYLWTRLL
# ABCB1 block: blocks JC-1 efflux by human ABCB1 transporter | AID 1326 | inhibition, % at 6.6 µM | CCRF-Adr cells, flow cytometry | actives 0.067% (n = 190,000) | P08183; in the data active means inhibition above about 40%;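 further: 0% = vehicle and 100% = reference inhibitor; higher value means more JC-1 retained so stronger ABCB1 efflux block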
# Mcl-1 Bim block: inhibitors of Bim-Mcl-1 interaction, human; actives 0.1% (n = 190,000); Q07820; AID 1009; Bead-based flow cytometry, Bim peptide-Mcl-1 binding; inhibition, % at 10 µM;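 further: 0% = no compound tracer wells and 100% = peptide blocker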
# Bim-Bfl-1: disrupts Bim binding to human Bfl-1. Q16548. Bead-based flow cytometry, Bim-Bfl-1 binding inhibition. inhibition, % at 10 µM. actives 0.12% (n = 190,000). AID 1008;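 further: 0% = wells without compound plus tracer and 100% = blocker peptide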
# Bcl-2 Bim block: human Bim-Bcl-2 interaction inhibition | P10415 | Bead-based flow cytometry, Bim peptide-Bcl-2 binding | inhibition, % at 10 µM | actives 0.06% (n = 190,000) | AID 950; in the data active means inhibition above about 40%; inconclusive means no clear call, values can overlap the other calls;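 further: 0% = no compound wells with probe peptide and 100% = reference peptide inhibitor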
# Target sequence (P10415 whole entry, looked up): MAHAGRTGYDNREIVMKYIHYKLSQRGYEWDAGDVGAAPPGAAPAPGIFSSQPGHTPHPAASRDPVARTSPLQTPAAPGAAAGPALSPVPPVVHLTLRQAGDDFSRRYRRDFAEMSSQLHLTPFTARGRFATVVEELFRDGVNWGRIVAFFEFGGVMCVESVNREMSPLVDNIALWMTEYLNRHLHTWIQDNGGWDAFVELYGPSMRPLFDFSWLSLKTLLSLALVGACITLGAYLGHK
# * = called active by the depositor; ? = inconclusive; . = no result given; & = joins results of further samples. Unless noted, no stated cut-off is given here; in the data, active means inhibition above about 40%.
SMILES,ABCG2 inh,RGS4-Gao reg,RGS8-Gao,RGS7-Gao reg,Bcl-W Bim block,Bcl-XL Bim block,Bcl-B Bim block,ABCB1 block,Mcl-1 Bim block,Bim-Bfl-1,Bcl-2 Bim block
CCOc1ccc(NC(=O)C2CC(=O)N(c3cc(C)cc(C)c3)C2)cc1 (stereo unspecified),2,95,100,93,2,-2,-7,0.3,-1,-12,-8
CC(C)C[C@H](NC(=O)NC(C)C)C(=O)O,9,104,99,101,-6,-10,-12,1.2,-4,-18,-10
CCOC(=O)c1cc2c(ccn2C)n1CC(=O)N1CCN(c2ccc(F)cc2)CC1,2,96,100,95,0,1,3,1.0,2,-1,-2
CCn1c2ccc(C)cc2c2nnc(SCCN3CCOCC3)nc21,5,98,102,104,3,2,2,1.1,6,0,1
CCCCC(=O)NC(NC(=O)CCCC)c1ccc(OCCC)c(OC)c1,8,103,104,104,-5,-3,-6,0.3,-2,-2,-1
C=CCn1c(-c2cccs2)nc2nc3ccccc3nc21,2,102,100,99,2,0,-1,0.8,-1,-1,-1
Cc1nc2nc3c(cn2n1)C(=O)CCC3,3,101,100,98,0,-5,-7,0.4,-3,-10,-9
Cc1cc2cc(C)c3nnc(SCc4ccccn4)n3c2cc1C,12,94,93,90,-4,-4,-10,3.4,-1,-13,-10
COc1ccccc1N1CCN(C(=O)c2oc3cc(C)c(C)cc3c2C)CC1,37,102,101,99,0,-4,-4,1.4,0,-3,-6
CC(C)OC(=O)C1C(=O)CC(C)(O)C(C(=O)OC(C)C)C1c1ccc([N+](=O)[O-])cc1 (stereo unspecified),4,100,106,105,-4,1,0,1.8,-2,1,0
CCCc1nnc(NC(=O)CSc2ncn[nH]2)s1,0,91,98,100,0,-3,-3,0.3,0,-1,1
CCN(CC)S(=O)(=O)c1cccc(C(=O)NN2Cc3ccccc3C2=N)c1,-1,102,101,106,-2,0,-7,0.1,0,-7,-8
CS(=O)(=O)N(CC(=O)N1CCN(c2ccccc2F)CC1)c1cc(C(F)(F)F)ccc1Cl,4,97,101,93,0,-3,-2,0.6,0,-5,-2
COc1ccc(NC(=S)N(CCN(C)C)C(C)c2ccco2)cc1 (stereo unspecified),1,98,106,96,.,.,.,3.1,.,.,?
O=S(=O)(c1ccccc1)c1nc(Nc2ccccc2N2CCOCC2)sc1Cl,45,104,103,100,5,-9,-8,9.2,-1,-15,-7
O=C(NCc1cccs1)c1cc2c(s1)CS(=O)(=O)C2,14,103,99,101,-1,-1,0,0.8,1,2,0
CCCCNS(=O)(=O)c1ccc2nc(-c3cccnc3)cc(C(=O)NC(C)CC)c2c1 (stereo unspecified),17,98,98,103,0,0,-4,1.3,-1,-2,0
CSc1nc2ncc(C(=O)O)c(N)n2n1,5,100,104,101,-1,-1,-5,1.6,-2,-11,-6
O=C1CCCc2ccccc2N1,-1,99,104,99,0,-3,-6,-0.1,0,-3,-5
O=C(c1ccc(=O)oc1)N1CCCc2ccccc21,-1,73,88,79,0,0,0,-0.5,0,2,2
CC(=O)O[C@H]1C2OC(=O)C(C)=C2[C@@H]2OC(=O)[C@]3(CCC4OC41C)OC23 (stereo partly specified),-3,96,100,97,0,0,-5,-0.2,-1,0,-1
COc1ccc2c(c1)c1ncn(Cc3ccco3)c(=O)c1n2C,2,99,98,100,0,1,2,0.7,2,0,0
Cc1cc(OC(=O)C2CC2)c([N+](=O)[O-])c(=O)[nH]1,7,100,99,99,0,0,-2,1.9,0,-5,-2
O=C(NCc1cccs1)c1cc(-c2ccncc2)nc2ccc(Br)cc12,15,101,103,?,0,-1,-4,1.1,0,-3,0
Nc1ccc(S(=O)(=O)O)cn1,0,98&98&101,100&97&105,?,3,0,1,0.2,0,0,0
Cc1ccccc1S(=O)(=O)Cc1ccc(C(=O)N2CCN(c3ccc(F)cc3)CC2)o1,13,102,99,101,-2,-13,-1,2.9,-2,0,-3
N#Cc1cc2c(nc1SC1CC(=O)N(c3ccccc3)C1=O)CCC2 (stereo unspecified),0,95,103,101,-4,-8,-9,-0.1,-4,-1,0
COC(=O)[C@@H]1CCCN1Cc1c(C(=O)N2CCOCC2)nc2c(C)cccn12,0,105,107,104,0,0,-1,0.1,-1,-7,-2
Cc1nnc(SCC(=O)c2ccc(Cl)cc2)n(N)c1=O,1,99,100,97,-1,0,-1,0.1,1,-4,0
COc1ccc(/C=N/Nc2ncnc3sc4c(c23)CCCC4)cc1OC,-1,99,104,98,0,1,2,-0.1,0,0,-1

# Four records drawn at random from the list so far, as already listed:
SMILES,ABCG2 inh,RGS4-Gao reg,RGS8-Gao,RGS7-Gao reg,Bcl-W Bim block,Bcl-XL Bim block,Bcl-B Bim block,ABCB1 block,Mcl-1 Bim block,Bim-Bfl-1,Bcl-2 Bim block
CC(=O)O[C@H]1C2OC(=O)C(C)=C2[C@@H]2OC(=O)[C@]3(CCC4OC41C)OC23 (stereo partly specified),-3,96,100,97,0,0,-5,-0.2,-1,0,-1
COC(=O)[C@@H]1CCCN1Cc1c(C(=O)N2CCOCC2)nc2c(C)cccn12,0,105,107,104,0,0,-1,0.1,-1,-7,-2
O=C(NCc1cccs1)c1cc(-c2ccncc2)nc2ccc(Br)cc12,15,101,103,?,0,-1,-4,1.1,0,-3,0
COc1ccc(/C=N/Nc2ncnc3sc4c(c23)CCCC4)cc1OC,-1,99,104,98,0,1,2,-0.1,0,0,-1

# (list continues)
SMILES,ABCG2 inh,RGS4-Gao reg,RGS8-Gao,RGS7-Gao reg,Bcl-W Bim block,Bcl-XL Bim block,Bcl-B Bim block,ABCB1 block,Mcl-1 Bim block,Bim-Bfl-1,Bcl-2 Bim block
O=C(/C=C/c1cn(-c2ccccc2)nc1-c1ccc2c(c1)OCCO2)NCCCN1CCOCC1,10,102,102,104,-2,-3,-8,2.8,-4,-8,-3
C=CCc1ccc(OCc2ccc(C(=O)OC)o2)c(OC)c1,1,102,101,97,4,-5,-5,0.0,0,-9,-8
O=C(/C=C1\SC(=O)NC1=O)Nc1ccc(F)cc1,1,103,101,98,2,-6,-6,0.4,0,-5,1
CCn1c(SCc2nc(-c3cccs3)no2)nnc1-c1c[nH]c2ccccc12,5,104,100,107,-1,-9,-12,0.3,0,-11,-4
Cc1nc2nc(C)c(CCC(=O)O)c(C)n2n1,0,93,96,93,-1,2,-10,0.0,-4,-15,-11
O=C(N/C=C/c1ccccc1)Nc1ccc(Cl)cc1,-1,101,100,102,-2,-5,-1,-0.4,-3,-2,-2
COc1ccc(C(=O)/C=C/Nc2ccc(S(=O)(=O)Nc3ncccn3)cc2)cc1,-4,98,101,101,0,-2,-4,-0.5,0,-3,-2
COc1ccc(-c2ccc(C#N)c(OC)n2)cc1,0,104,103,103,-1,-8,-7,-0.8,-3,-6,-2
CN(C(=O)COC(=O)c1cc(Br)c(Br)s1)C1CCS(=O)(=O)C1 (stereo unspecified),-3,87,98,104,-3,-5,-5,-0.6,-8,-4,-3
COc1cc(CNCc2ccccc2)cc(Cl)c1OC,7,103,102,?,0,0,-8,2.1,0,-4,-6
O=C(Cc1coc2ccc3ccccc3c12)NCc1cccs1,8,103,101,102,-5,-7,-6,0.7,-1,-15,-8
Cc1sc2nc(C)n(/N=C/c3ccccc3)c(=O)c2c1C,1,99,105,99,-1,-2,0,0.0,0,0,0
CC1(C)OC(=O)C(=NNc2ccc(Cl)cc2)C(=O)O1,2,97,98,98,-3,-9,-10,0.2,-2,-11,-2
CCOC(=O)C1CCN(C(c2cccnc2)c2c(NC(=O)c3ccco3)sc(C)c2C)CC1 (stereo unspecified),1,96,97,99,0,-3,-5,0.7,0,-10,-2
COCCn1c(N)c(C(=O)OCc2ccccc2)c2nc3ccccc3nc21,0,98,101,98,-1,2,-1,0.1,-2,0,-2
O=C(COC(=O)c1ccc(F)cc1)Nc1cc(S(=O)(=O)N2CCOCC2)ccc1N1CCCC1,5,103,103,?,-3,-7,-2,0.9,-5,-1,-5
O=C(CC(O)(c1ccccc1)C(F)(F)C(F)F)c1cccs1 (stereo unspecified),2,93,102,97,-4,-3,-1,0.1,-2,-3,-4
CC(C)COC(=O)C(C#N)c1nc2ccccc2nc1N1CCN(Cc2ccccc2)CC1 (stereo unspecified),5,102,99,96,-3,0,-2,5.2,-2,-2,1
COc1c(OC(C)=O)ccc(/C=C/c2ccc3cccc(OCc4ccccc4)c3n2)c1[N+](=O)[O-],-4,104,104,99,0,-3,-5,-0.8,-1,1,5
Cc1cccc(N(CC(=O)NCc2ccccc2)C(=O)Cn2nnc(-c3ccc(C)o3)n2)c1,1,107,102,104,7,1,-1,0.5,4,-7,2
CN1C(=O)NC(c2ccccc2)C2=C1CN(CCc1ccccc1)C2=O (stereo unspecified),18,97,101,101,-2,-7,-13,0.5,-5,-15,-8
O=C1C2CCCN2C(=O)N1CCCCN1CCN(CCO)CC1 (stereo unspecified),5,103,106,104,-4,-6,-5,0.8,-3,1,2
CCCNC(=O)NC(=O)COC(=O)c1ccc(S(=O)(=O)N(C)c2ccccc2OC)cc1,9,101,101,?,0,0,-2,2.0,0,-3,-6
O=S(=O)(c1ccccc1)c1ncc(C(F)(F)F)cc1O,2,102,99,98,1,-1,0,0.6,3,-3,0
CN(C)CCCNC(=O)c1cc(C(=O)Cc2ccccc2)c[nH]1,0,105,104,102,1,-4,-2,-0.1,-1,-2,-2
CN(C)C(=O)c1cc(C(=O)c2ccccc2Cl)c[nH]1,2,106,106,?,-1,-2,-2,0.5,2,-1,-1
COc1ccc(/C=N/NC(=O)C2c3ccccc3-c3ccccc32)cc1,2,86,97,87,-1,-3,-2,0.2,-3,1,0
COc1cc(OC)cc(C(=O)N2CCN(C(=O)c3ccc(-c4ccccc4)cc3)CC2)c1,3,98,102,101,1,-2,-4,0.1,-1,-2,0
CC(C)(C)C(=O)/C=c1\[nH]c(=O)/c(=C\c2ccc(C#N)cc2)s1,2,92,95,89,-2,-4,-6,0.6,-1,-14,-11
COc1cc(OC)cc(C(=O)NCc2n[nH]c(=S)n2-c2ccccc2OC)c1,20,100,100,99,0,-6,-20,0.3,-1,-11,-5
O=C(NCC1CCCO1)C1CCCCN1S(=O)(=O)c1ccc(F)cc1 (stereo unspecified),2,109,105,108,-5,0,-2,0.5,0,-3,-2
CN(C)c1ccc(/C=N/NC(=O)c2ccccc2O)o1,0,103,103,101,5,0,2,-0.1,1,4,4
Fc1ccc(-c2csc(-c3ccccn3)n2)cc1F,2,103,103,106,0,-3,-1,-0.9,1,-3,-3
COc1ccc(C(CNC(=O)Cc2ccccc2F)N2CCCCC2)cc1 (stereo unspecified),7,125,120,115,1,0,0,1.9,1,6,4
O=C(N1CCOCC1)N1CCN(c2ccccc2)CC1,-5,100,102,96,0,-1,0,-6.8,-3,-1,0
O=S(=O)(Nc1ccccc1N1CCCCC1)c1ccc(Cl)s1,17,100,100,99,-3,-8,-9,1.6,-7,-18,-9
COc1ccc(OC)c(NC(=O)CN(c2ccc(C)cc2)S(=O)(=O)c2c(C)noc2C)c1,16,123,110,116,-1,0,-5,2.6,-7,-5,-7
CCc1c(C(=O)NCc2ccc3c(c2)OCO3)[nH]c(C)c1C(C)=O,14,110,105,112,0,-4,-7,1.2,0,-8,-7
